BoNT F protease: BoNT F light chain protease inhibition; inhibition, % at 10 µM; AID 588497; Multiplex microsphere protease cleavage assay, flow cytometry; actives 0.22% (n = 360,000); in the data active = inhibition above about 35%, passing the limit was not always enough; inconclusive = no clear call, values can overlap the other calls; also: plate controls were buffer without enzyme for full effect and enzyme alone for no effect
Mtb BioA inh: blocks M. tuberculosis BioA enzyme activity; inhibition, % at 9.99 µM; actives 0.096% (n = 360,000); purified M. tuberculosis BioA enzyme, plate reader; in the data active = inhibition above about 40%; inconclusive = no clear call, values can overlap the other calls
GDH-TPI inh: GDH-TPI coupled enzyme inhibition counter-screen | GDH-TPI coupled enzyme counterscreen, NADH absorbance | actives 1.2% (n = 360,000) | inhibition, % at 4.8 µM | AID 588335;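 also: 0% = DMSO wells and 100% = wells lacking the enzyme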
FadD28 binding: blocks FadD28 binding to the bisubstrate probe; fluorescence polarization; inhibition, % at 12.5 µM; actives 0.22% (n = 360,000); in the data active = inhibition above about 8.5%, passing the limit was not always enough; inconclusive = no clear call, values can overlap the other calls
Mtb FBA inh: Mtb fructose-bisphosphate aldolase inhibition | AID 588726 | P9WQA3 | purified M. tuberculosis FBA, fluorescence read-out | inhibition, % at 1 µM | actives 2.3% (n = 360,000); in the data active = inhibition above about 27%;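 also: 0% = vehicle and 100% = reference inhibitor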
Target sequence (P9WQA3 whole entry, looked up): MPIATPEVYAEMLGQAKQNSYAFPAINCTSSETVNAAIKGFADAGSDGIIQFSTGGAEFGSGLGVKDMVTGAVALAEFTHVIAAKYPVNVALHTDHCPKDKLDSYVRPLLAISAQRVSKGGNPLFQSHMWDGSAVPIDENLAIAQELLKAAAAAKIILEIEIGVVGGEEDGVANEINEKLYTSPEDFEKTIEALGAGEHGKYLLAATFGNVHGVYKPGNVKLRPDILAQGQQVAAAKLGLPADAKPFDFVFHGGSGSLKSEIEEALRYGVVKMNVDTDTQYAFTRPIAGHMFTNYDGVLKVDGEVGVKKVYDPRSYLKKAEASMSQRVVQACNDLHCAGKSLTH
PrPC surface inh: reduces human prion protein on the cell surface | actives 0.43% (n = 370,000) | AID 720596 | inhibition, % at 13.8 µM | P04156 | cell surface PrPC, TR-FRET read-out; in the data active = inhibition above about 24%; also: 0% = median of the test wells and 100% = reference compound wells
CCHF vOTU inh: CCHFV vOTU protease inhibition. AID 651958. Pep-AMC fluorescence. inhibition, % at 11.5 µM. actives 0.55% (n = 370,000); also: 0% = vehicle wells with enzyme and 100% = no enzyme wells
BoNT A protease: blocks Botulinum neurotoxin A light chain protease; inhibition, % at 10 µM; actives 0.17% (n = 360,000); multiplex microsphere protease substrate cleavage, flow cytometry; in the data active = inhibition above about 30%; inconclusive = no clear call, values can overlap the other calls; also: plate controls were buffer without enzyme for full effect and enzyme alone for no effect
UGM FP inh: inhibitors of M. tuberculosis UDP-galactopyranose mutase. P9WIQ1. purified UGM, fluorescence polarization probe displacement. inhibition, % at 10 µM. actives 0.06% (n = 320,000). AID 504406; in the data active = inhibition above about 10%, passing the limit was not always enough; inconclusive = no clear call, values can overlap the other calls
Target sequence (P9WIQ1 whole entry, looked up): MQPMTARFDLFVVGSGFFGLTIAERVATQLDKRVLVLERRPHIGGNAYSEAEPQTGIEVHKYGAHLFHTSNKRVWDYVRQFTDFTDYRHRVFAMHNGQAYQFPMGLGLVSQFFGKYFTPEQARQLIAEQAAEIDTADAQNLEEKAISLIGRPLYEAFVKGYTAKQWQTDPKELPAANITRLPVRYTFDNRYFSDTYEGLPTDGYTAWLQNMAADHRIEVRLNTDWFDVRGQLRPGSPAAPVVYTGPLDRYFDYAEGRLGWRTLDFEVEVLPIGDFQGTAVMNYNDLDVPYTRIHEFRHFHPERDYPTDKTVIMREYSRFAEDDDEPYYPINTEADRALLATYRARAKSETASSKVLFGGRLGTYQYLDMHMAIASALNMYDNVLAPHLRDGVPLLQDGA
* marks the source's active call; other numbers are inactive results; ? = inconclusive; nt = no result given; & = joins results of further samples. Rule as the data show it, unless noted: active = inhibition above about 30%; inactive = the rest.

Start of the data: the first 12 records, to show the layout:
SMILES | BoNT F protease | Mtb BioA inh | GDH-TPI inh | FadD28 binding | Mtb FBA inh | PrPC surface inh | CCHF vOTU inh | BoNT A protease | UGM FP inh
CN(C)c1ccc(Nc2ccc([N+](=O)[O-])cn2)cc1 | ? | -1.8 | 29 | -2.3 | -4 | -23 | 8 | -0.8 | 5.0
c1cc(CNc2ccc3c(c2)OCO3)ccn1 | nt | 1.2 | 14 | 0.5 | 8 | -3 | -3 | nt | 4.0
COc1ccc(OCC(=O)Nc2ccc(N3CCN(C(=O)c4ccccc4)CC3)c(Cl)c2)cc1 | -4 | -0.3 | 0 | -2.0 | -2 | 7 | -8 | -1.2 | -1.7
CNc1ccccc1C(=O)OCC(=O)c1ccc(F)cc1 | 1 | nt | 1 | 0.0 | 8 | 0 | 10 | 0.4 | 2.3
COc1cccc(C(=O)NNC(=O)CCC(=O)O)c1 | -5 | nt | 12 | -2.4 | 1 | 4 | -4 | -1.3 | -1.7
Cc1ccc(N(C(=O)C(F)(F)F)C(C(=O)NC2CCCCC2)c2cccs2)cc1 (configuration not stated) | 6 | -0.8 | 6 | -2.5 | -1 | -2 | -12 | 1.4 | 2.2
COc1ccc(S(=O)(=O)N2CC=C(c3ccccc3)CC2)cc1OC | 3 | 0.0 | 0 | -1.9 | 0 | -6 | -3 | -0.3 | nt
O=C(CSc1nnc(-c2ccco2)o1)c1ccc[nH]1 | -6 | -0.2 | 9 | -3.3 | 0 | -5 | -3 | -0.2 | -2.4
CCCN(CCC)Cc1c(C(=O)N/N=C/C(C)=C\c2ccco2)nnn1-c1nonc1N | 0 | -0.6 | 29 | -4.9 | -2 | 4 | 29 | -0.8 | 0.1
CC(=O)Nc1nc2ccccc2n1Cc1ccc(C)cc1 | -7 | nt | 8 | -2.6 | 0 | 7 | 2 | -0.3 | 0.4
CCOc1cc(N2CCOCC2)c(OCC)cc1NC(=O)COC(=O)[C@@H]1CCCN1S(=O)(=O)c1ccccc1F | -6 | nt | 0 | -0.1 | -3 | 0 | -7 | -0.4 | -0.8
O=c1cc(CN2CCN(Cc3ccccc3)CC2)c2ccc(O)cc2o1 | -3 | -1.2 | 8 | -0.6 | 153* | 0 | -205 | -1.3 | 0.3

The list itself, from the first entry:
SMILES | BoNT F protease | Mtb BioA inh | GDH-TPI inh | FadD28 binding | Mtb FBA inh | PrPC surface inh | CCHF vOTU inh | BoNT A protease | UGM FP inh
CN(C)c1ccc(Nc2ccc([N+](=O)[O-])cn2)cc1 | ? | -1.8 | 29 | -2.3 | -4 | -23 | 8 | -0.8 | 5.0
c1cc(CNc2ccc3c(c2)OCO3)ccn1 | nt | 1.2 | 14 | 0.5 | 8 | -3 | -3 | nt | 4.0
COc1ccc(OCC(=O)Nc2ccc(N3CCN(C(=O)c4ccccc4)CC3)c(Cl)c2)cc1 | -4 | -0.3 | 0 | -2.0 | -2 | 7 | -8 | -1.2 | -1.7
CNc1ccccc1C(=O)OCC(=O)c1ccc(F)cc1 | 1 | nt | 1 | 0.0 | 8 | 0 | 10 | 0.4 | 2.3
COc1cccc(C(=O)NNC(=O)CCC(=O)O)c1 | -5 | nt | 12 | -2.4 | 1 | 4 | -4 | -1.3 | -1.7
Cc1ccc(N(C(=O)C(F)(F)F)C(C(=O)NC2CCCCC2)c2cccs2)cc1 (configuration not stated) | 6 | -0.8 | 6 | -2.5 | -1 | -2 | -12 | 1.4 | 2.2
COc1ccc(S(=O)(=O)N2CC=C(c3ccccc3)CC2)cc1OC | 3 | 0.0 | 0 | -1.9 | 0 | -6 | -3 | -0.3 | nt
O=C(CSc1nnc(-c2ccco2)o1)c1ccc[nH]1 | -6 | -0.2 | 9 | -3.3 | 0 | -5 | -3 | -0.2 | -2.4
CCCN(CCC)Cc1c(C(=O)N/N=C/C(C)=C\c2ccco2)nnn1-c1nonc1N | 0 | -0.6 | 29 | -4.9 | -2 | 4 | 29 | -0.8 | 0.1
CC(=O)Nc1nc2ccccc2n1Cc1ccc(C)cc1 | -7 | nt | 8 | -2.6 | 0 | 7 | 2 | -0.3 | 0.4
CCOc1cc(N2CCOCC2)c(OCC)cc1NC(=O)COC(=O)[C@@H]1CCCN1S(=O)(=O)c1ccccc1F | -6 | nt | 0 | -0.1 | -3 | 0 | -7 | -0.4 | -0.8
O=c1cc(CN2CCN(Cc3ccccc3)CC2)c2ccc(O)cc2o1 | -3 | -1.2 | 8 | -0.6 | 153* | 0 | -205 | -1.3 | 0.3
Cc1ccsc1CCNC(=O)C1CCC(=O)N(CCc2cccc(F)c2)C1 (configuration not stated) | 13 | -0.2 | 3 | -1.0 | 4 | 7 | -4 | -0.3 | -1.5
CC(=O)c1ccc(O)c(CO)c1 | -7 | -2.3 | 8 | 1.0 | 1 | 3 | 12 | -0.1 | 2.0
COCc1nnc(NC(=O)CSCc2ccccc2)s1 | 0 | 12 | -4 | 0.7 | 0 | -3 | 0 | -0.4 | -0.7
Cc1nn(Cc2ccccc2)c(C)c1NC(=O)CSc1n[nH]c(C)c1[N+](=O)[O-] | -13 | nt | 6 | 0.9 | -1 | -3 | -12 | -0.3 | -0.1
CCc1ccc(OCc2n[nH]c(=S)n2C(C)CCCC(C)C)cc1 (configuration not stated) | -4 | nt | 3 | -5.5 | -1 | 10 | 28 | -0.7 | -1.8
Cc1cc(C)c(CSc2nnnn2-c2ccc(C(=O)O)cc2)c(C)c1 | -12 | nt | -2 | 2.1 | -1 | 7 | 2 | -6.5 | -1.1
COCCNC(=O)C1CCCN(C(=O)c2sccc2C)CC1 (configuration not stated) | -6 | -0.2 | 2 | 0.0 | 1 | 4 | -4 | -0.1 | nt
Cc1cc(=O)n2c(c1C#N)SC1CCCCC12O (configuration not stated) | -8 | -0.2 | 4 | -3.6 | 0 | -1 | -14 | -0.9 | 1.6
CCOC1CCCc2oc(-c3ccc(OC)cc3)c(C(=O)NCCCCO)c21 (configuration not stated) | -8 | nt | nt | nt | nt | -15 | -14 | -0.9 | nt
COc1cccc(NC(=O)Cn2c3ccccc3c3nc4n(c(=O)c32)CCS4)c1 | 0 | nt | 3 | 1.5 | 1 | -4 | -9 | 0.4 | 0.2
COC(=O)[C@H](CC(C)C)NC(=O)Nc1ccc(S(N)(=O)=O)cc1 | -2 | -0.7 | 7 | -2.6 | -2 | 3 | -2 | -0.2 | 1.8
COc1cc(NC(=O)c2cc([N+](=O)[O-])ccc2NC(=O)CN2CCN(c3ccccn3)CC2)cc(OC)c1 | 7 | -1.8 | 3 | -0.2 | 1 | -6 | 0 | -0.4 | 1.5
O=C(/C=C/Nc1ccccc1)c1ccccc1 | -2 | 3.8 | 17 | -3.5 | -2 | 8 | 29 | 0.3 | 0.3
CCCCC(=O)Nc1cccc(-c2nnc(-c3ccccc3)o2)c1 | -8 | -0.1 | 11 | -3.0 | 3 | 3 | -9 | -0.8 | 0.6
CCOc1ccc(CCNC(=O)CN2C(=O)CCSc3ccccc32)cc1OCC | -3 | -0.3 | -5 | -0.6 | 2 | -3 | -13 | -3.9 | -2.4
CC(C)(C)OC(=O)[C@H](Cc1ccccc1)NC(=O)c1nc[nH]c1C(=O)NCCCCCN | -6 | 8.2 | 4 | -1.3 | 3 | 3 | -2 | -0.8 | 0.2
O=C(/C=C/c1cccc(F)c1)OCC(=O)c1ccc[nH]1 | 2 | -0.2 | 1 | -3.3 | -3 | -1 | -5 | -1.5 | 0.8
COc1ccc(NC(=S)Nc2ccc(F)cc2)cc1 | 8 | 0.8 | 4 | 0.2 | 0 | 4 | 2 | -1.6 | -2.0
CC1CCCCN1CC(=O)Nc1cc(S(=O)(=O)N2CCOCC2)ccc1N1CCCC1 (configuration not stated) | -7 | nt | 4 | 1.0 | 1 | -9 | -1 | 0.6 | 2.8
COc1ccccc1C(=O)Nc1ccc(C(=O)N2CCCC2)cc1 | -3 | nt | -7 | -4.6 | -4 | 1 | -4 | 0.3 | -2.7
CCCn1c(SCC(=O)N2CCCC(C)C2)nnc1-c1ccccn1 (configuration not stated) | -1 | nt | -1 | -1.5 | 0 | 4 | 1 | -0.1 | -2.5
CC1Cc2nc(SCC(=O)N3CCCc4ccccc43)n(C)c(=O)c2S1 (configuration not stated) | 0 | 7.3 | 15 | -1.1 | 2 | -2 | 12 | -0.4 | -0.4
CCOC(=O)c1c(N2C(=O)Nc3cc(Cl)c(Cl)cc3N2O)sc2c1CCCCC2 | -3 | 7.4 | 23 | 5.9 | 14 | nt | nt | 0.9 | 0.9
Cn1c(SCc2ccc(C#N)cc2)nnc1-c1ccncc1 | -9 | 1.6 | 2 | -3.5 | 1 | 0 | 13 | 0.2 | -0.3
O=C(O)/C=C/c1ccc(Cn2ccnc2)cc1 | -3&4 | -1.2&-1.0 | -11&7 | -1.0&-4.2 | 3&-2 | -1&-4 | -5&-3 | -0.1&-0.1 | -0.4
O=C(CNC(=O)c1ccc(Br)o1)Nc1ncccc1O | 6 | -1.2 | 8 | -1.3 | 3 | -2 | -4 | 0.6 | 0.7
CCOc1ccccc1NC(=O)COC(=O)c1cc[n+]([O-])cc1 | -5 | 1.8 | -9 | -3.6 | -4 | 8 | 5 | -0.4 | -3.9
COc1cc(NS(=O)(=O)c2ccc(NC(=O)/C(=C/c3ccccc3Cl)NC(=O)c3ccccc3)cc2)nc(OC)n1 | 19 | 1.6 | -4 | -0.4 | -1 | 4 | 13 | 0.7 | 2.1
CCn1nc(C)c(NC(=O)CCCSc2nc(-c3ccco3)cc(C(F)(F)F)n2)c1C | -2 | -1.6 | 13 | -1.9 | 1 | 5 | 0 | 0.0 | -0.8
Cc1ccc(S(=O)(=O)Nc2nncs2)cc1 | -9 | -0.5 | 2 | -4.3 | -5 | -2 | 6 | 0.3 | 1.5
COc1ccc(NC(=O)c2ccccc2NC(=O)C2CCCO2)cc1 (configuration not stated) | -6 | 2.4 | 6 | 0.1 | -2 | -3 | 9 | -1.2 | -0.2
COc1ccccc1NC(=O)C1=C(C)Nc2ncnn2C1c1ccccc1C (configuration not stated) | nt | nt | 6 | -0.8 | 7 | 7 | -4 | nt | -2.9
Cc1ccc(SC(=O)c2c([N+](=O)[O-])c(C)nn2C)cc1 | nt | -0.5 | 8 | -2.0 | 3 | 6 | -3 | nt | 0.3
CC(=O)Nc1cccc(C(=O)Nc2cccnc2)c1 | -9 | 17 | 12 | -4.2 | -1 | 4 | 0 | 0.3 | -3.6
COc1ccccc1CNC(=O)c1cc(C)nc2ccccc12 | -5 | -2.1 | 2 | -0.5 | -2 | -2 | 4 | -0.4 | -0.2
C=CCn1c(=O)c2ccccc2n2c(SCC(=O)NCC)nnc12 | ? | -0.2 | -2 | 1.1 | 2 | -2 | -5 | -2.8 | 2.7
COCCn1c(-c2ccccc2)cnc1SCC(=O)Nc1cccc2ccccc12 | 3 | 0.7 | 8 | -1.6 | 0 | 4 | 6 | 0.2 | -0.7
Cc1ccc(C(=O)C(OC(=O)c2cnccn2)c2ccccc2)cc1 (configuration not stated) | -4 | 0.2 | -3 | -2.1 | -3 | 4 | 2 | 0.3 | -3.5
COc1ccc(-c2cc(NC=O)c3ncc(-c4cccc(C(=O)N(C)C)c4)n3c2)c(OC)c1 | -2 | 5.5 | 5 | -2.5 | -2 | -13 | 19 | -0.3 | nt
Cc1ccoc1C(=O)Nc1cccc2ccccc12 | -20 | 1.5 | -1 | -1.2 | 2 | -17 | 3 | 0.8 | 2.2
COc1cc([N+](=O)[O-])ccc1NC(=O)CSc1n[nH]c(C(C)C)n1 | -4 | nt | -3 | -1.3 | -4 | 4 | 6 | -0.1 | -0.6
CC1S/C(=N/N=C/c2ccco2)N(Cc2ccc(F)cc2)C1=O (configuration not stated) | ? | nt | 25 | -3.2 | -2 | 0 | 2 | 0.8 | 0.4
COc1ccccc1NC(=O)c1nnn(CC(=O)Nc2cc(C)cc(C)c2)c1N | nt | -1.2 | 8 | -0.1 | 12 | 5 | 27 | nt | 1.6
Cc1nc2cc(Cl)c(Cl)cc2n1-c1ccccn1 | -2 | 0.9 | 5 | -3.2 | 7 | -3 | 3 | -0.5 | -1.4
